Screens from PubChem BioAssay.
TRPV1 agonist: HTS Assay for Compounds that Act as Agonists of the Vanilloid Receptor 1 | 320,000 compounds, 0.19% hits | Transient receptor potential cation channel subfamily V member 1 (Homo sapiens), Q8NER1 | TRPV1-expressing cells, Fluo-8 calcium influx, agonist mode | AID 540275, 2011 | activation, % at 8.33 µM; in the data active = activation above about 80%; inconclusive = between about 30% and that limit; note: 0% is about no effect
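Fluo-8 calcium influx in TRPV1-expressing cells, kinetic read (ex 480/em 520 nm). Compound added and read 3 min for agonist activity, followed by capsaicin at EC20 final and 2 min further read for enhancement.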
USP2a inh: qHTS Assay for Inhibitors of Ubiquitin-specific Protease USP2a Using CHOP2 as the Reporter; Ubiquitin carboxyl-terminal hydrolase 2 (Homo sapiens), O75604; USP2 core, Ub-CHOP2 coupled fluorogenic reporter, 485/531; Potency, µM (titrated, usually from 38.3 µM), without a hit: at the top dose activity change, negative = inhibition, hits mostly inhibitors; 330,000 compounds, 0.01% hits; AID 463254, 2010;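 note: potency is the fitted concentration of half-maximal effect; plate controls were DMSO wells for no effect and full inhibition by NEM control for full effect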
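Deubiquitinase activity read as fluorescence (485/531 nm) after Ub-CHOP2 cleavage activates the enterokinase reporter on its substrate; USP2 core 10nM, Ub-CHOP2 and substrate 25nM each, 30min compound preincubation then 60min RT; data normalized to NEM, curves fitted.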
B2AR arrestin: qHTS assay of beta-arrestin-biased ligands of beta2-adrenergic receptor; Beta-2 adrenergic receptor (Homo sapiens), P07550; beta-arrestin recruitment to beta2AR, cell-based reporter; Potency, µM (highest dose often 46.1 µM), for the others: at the highest dose activation, most hits filed as activators; 330,000 compounds, 0.02% hits; AID 492947, 2010;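 note: potency is the fitted concentration of half-maximal effect; 0% = DMSO controls and full agonism = EC100 isoproterenol or metaproterenol; nearly all actives have a fitted effect of over 65% in size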
Target sequence (P07550 whole entry, looked up): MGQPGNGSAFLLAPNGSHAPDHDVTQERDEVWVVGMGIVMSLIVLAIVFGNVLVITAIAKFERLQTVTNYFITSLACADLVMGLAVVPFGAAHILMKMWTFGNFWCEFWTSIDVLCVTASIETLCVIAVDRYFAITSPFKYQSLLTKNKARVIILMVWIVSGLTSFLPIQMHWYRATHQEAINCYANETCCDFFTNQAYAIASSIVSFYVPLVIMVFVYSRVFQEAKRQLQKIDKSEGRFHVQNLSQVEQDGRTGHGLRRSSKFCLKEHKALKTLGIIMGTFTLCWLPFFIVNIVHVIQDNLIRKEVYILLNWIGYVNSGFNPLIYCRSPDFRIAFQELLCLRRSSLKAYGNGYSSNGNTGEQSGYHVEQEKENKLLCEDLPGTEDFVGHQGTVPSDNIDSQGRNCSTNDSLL
BRCA1 expr act: qHTS Assay to Identify Small Molecule Activators of BRCA1 Expression; MCF7-BRCA1-FFLuc reporter, luminescence, 48 h; response scale: scaled: vehicle 0%, 10 µM genistein 100%; Potency, µM (doses to about 46.1 µM), inactives show at the top dose activation, hits mostly activators; 380,000 compounds, 1.1% hits; AID 624202, 2012; note: potency is the fitted concentration of half-maximal effect; nearly all actives have a fitted effect of over 80% in size; some results filed as inactive show a strong effect at the top dose
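MCF7-BRCA1-FFLuc, 2000 cells/well; 2 h attach, 37 °C/5% CO2; compound 48 h; luciferase substrate 15 min; luminescence end-point. Norm. to genistein 10 microM max activation and DMSO; concentration-response curves fitted.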
a7 integrin act: qHTS for Activators of Integrin-Mediated Alleviation for Muscular Dystrophy; alpha7betagal myoblasts, beta-gal FDG fluorescence, 48 h; 350,000 compounds, 0.064% hits; Potency, µM (series often up to 38.3 µM), for inactives: at the top dose activation, usual class: activators;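 note: potency is the fitted concentration of half-maximal effect; 100% = response of the positive control SU9516; nearly all actives have a fitted effect of over 60% in size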
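Alpha7betagal+/- myoblasts (passage 13) were plated 16-24 hr, then exposed to compounds (1:260 dilution of DMSO stock) for 48 hours at 37C. After MPER lysis, β-galactosidase reporter activity was read as FDG fluorescence (ex 480/em 540) after 30 minutes.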
p53 reactivator: qHTS assay for re-activators of p53 using a Luc reporter; 320,000 compounds, 0.063% hits; AID 504706, 2011; Potency, µM (top dose mostly 92.2 µM), inactives show top-dose activity change, positive = activation, hits mostly activators; H1299 p53-A138V BP100-luciferase reporter, luminescence, 24 h; note: potency is the fitted concentration of half-maximal effect; % of control where 0% means no effect; nearly all actives have a fitted effect of over 45% in size
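p53-null H1299 cells stably carrying temperature-sensitive p53-A138V and a BP100-luciferase reporter were pinned with compounds (4-point, 1:5 series) and held 24 hrs at 37 deg C. Luminescence was read 10 min after detection reagent.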
PTAP TSG101 blk: qHTS Assay for Iinhibitors of HIV-1 Budding by Blocking the Interaction of PTAP/TSG101 | Fluorescence polarization, FITC-PTAP peptide / Tsg101 binding | Potency, µM (doses to about 115 µM), without a hit: top-dose activity change, negative = inhibition, usual class: inhibitors | 340,000 tested, under 10 active | AID 493005, 2010; active = well fitted inhibition curve with a large enough effect in the main read-out, with a control signal flat, not every such curve was filed as active; inconclusive = small, poorly fitted or top-dose-only effect, or effect the other way, or a change in a side signal; inactive = no such curve, though single readings can be large or run the other way; note: potency is the fitted concentration of half-maximal effect; % of control where 0% means no effect
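Compounds were pin-transferred onto Tsg101 binding domain (10 uM final) in HEPES pH 7.5 buffer, then FITC-PTAP peptide was added at 50 nM final. After 20 min at RT, polarization reported peptide displacement across a qHTS concentration series.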
Eya2 phos inh: qHTS Assay for Inhibitors of the Phosphatase Activity of Eya2 | Protein phosphatase EYA2 (Homo sapiens), O00167 | AID 488837, 2010 | Potency, µM (highest dose often 76.9 µM), for inactives: at the top dose activity, negative = inhibition, usual class: inhibitors | recombinant Eya2, OMFP fluorescence dephosphorylation (OMFP is methylfluorescein phosphate) | 330,000 compounds, 0.006% hits; note: potency is the fitted concentration of half-maximal effect; % is set by controls: 0 for no effect and ±100 for the full control effect
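Eya2 protein (added as 0.2 uM solution) was preincubated with compound for 10 min at ambient temperature in 50 mM HEPES pH 7.5, 50 mM NaCl, 5 uM MgCl2, 0.05% BSA, 1 mM DTT. OMFP (added at 50 uM) then reacted 10 min; fluorescence read at 485/525 nm.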
ELG1 genotox: qHTS screen for small molecules that induce genotoxicity in human embryonic kidney (HEK293T) cells expressing luciferase-tagged ELG1 | HEK293T ELG1-luciferase reporter, luminescence, 16 h | 330,000 compounds, 1.3% hits | Potency, µM (highest dose often 46 µM), inactives show at the top dose activity change, positive = activation, most hits filed as activators; note: potency is the fitted concentration of half-maximal effect; % of control where 0% means no effect; nearly all actives have a fitted effect of over 60% in size
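HEK293T cells expressing luciferase-tagged ELG1 were exposed to compound or DMSO vehicle for 16 hr at 37 °C and 5% CO2. Luciferase activity was then measured with ONE-Glo after 30 min at room temperature.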
uPA surface inh: qHTS for Inhibitors of Cell Surface uPA Generation | cell surface uPA generation assay, qHTS | Potency, µM (doses to about 38.3 µM), for the others: at the highest dose activity change, negative = inhibition, hits mostly inhibitors | 330,000 compounds, 0.31% hits | AID 540303, 2011; active = well fitted inhibition curve with a large enough effect; inconclusive = small, poorly fitted or top-dose-only effect; inactive = no such curve, though single readings can be large or run the other way; tested in mouse RAW 264.7 cells; note: potency is the fitted concentration of half-maximal effect; % is set by controls: 0 for no effect and ±100 for the full control effect; nearly all actives have a fitted effect of over 55% in size
ASM inhibitor: Inhibitors of Secretory Acid Sphingomyelinase (S-ASM): qHTS. placental ASM, HMU-PC fluorogenic substrate, 60 min. Sphingomyelin phosphodiesterase (Homo sapiens), P17405. 340,000 compounds, 0.006% hits. Potency, µM (series often up to 57.5 µM), for the others: top-dose activity change, negative = inhibition, actives largely listed as inhibitors; note: potency is the fitted concentration of half-maximal effect
Target sequence (P17405 47-631 limits assumed): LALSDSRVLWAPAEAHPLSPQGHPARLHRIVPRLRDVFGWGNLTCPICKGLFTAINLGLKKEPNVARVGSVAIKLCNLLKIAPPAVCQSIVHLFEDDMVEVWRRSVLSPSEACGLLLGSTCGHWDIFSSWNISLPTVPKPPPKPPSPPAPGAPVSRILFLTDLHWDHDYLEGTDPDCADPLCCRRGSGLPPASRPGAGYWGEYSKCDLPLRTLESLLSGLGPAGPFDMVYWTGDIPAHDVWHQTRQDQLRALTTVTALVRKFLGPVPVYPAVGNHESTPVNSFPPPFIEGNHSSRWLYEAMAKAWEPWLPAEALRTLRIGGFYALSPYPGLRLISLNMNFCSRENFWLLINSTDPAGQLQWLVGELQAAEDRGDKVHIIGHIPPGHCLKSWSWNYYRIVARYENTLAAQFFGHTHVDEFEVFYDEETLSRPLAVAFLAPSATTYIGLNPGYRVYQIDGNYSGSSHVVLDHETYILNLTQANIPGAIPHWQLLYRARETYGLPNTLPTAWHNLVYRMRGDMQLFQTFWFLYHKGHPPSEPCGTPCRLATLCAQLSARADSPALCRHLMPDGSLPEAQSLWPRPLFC
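Steps: dispense placental human ASM, pin compound, wait 10 min at room temperature, add HMU-PC0 substrate at 9 uM final, incubate 60 min at 37 °C, add stop solution raising pH to 10, read fluorescence.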
The depositor's hits bear a star; ? = inconclusive; . = no result given; [ ] = remark or other dose. Unless noted, calls come from the whole dose curve; as a rule, active = well fitted curve in the direction sought with a large enough effect; inconclusive = small, poorly fitted or top-dose-only effect, or another doubt; inactive = no such curve, though single readings can be large; an effect the other way counts as inactive or inconclusive.

Second line of a record – TRPV1 agonist	USP2a inh	B2AR arrestin	BRCA1 expr act	a7 integrin act	p53 reactivator	PTAP TSG101 blk	Eya2 phos inh	ELG1 genotox	uPA surface inh	ASM inhibitor
Nc1cc(Br)c(N)c(Br)c1
  0	2%	-0.6%	-54%	-14%	-2%	-1%	-5%	-4%	-2%	0%
Cc1cccc(C(=O)Nc2nnc(Cc3ccccc3)s2)c1
  -2	-1%	-0.6%	34%	0%	2%	3%	12%	0%	2%	-6%
Nn1c(SCC(=O)Nc2cccnc2Cl)nnc1-c1ccccc1
  -4	2%	-0.6%	-5%	24%	8%	1%	-6%	-2%	-1%	1%
CC(=O)NCCCc1nc2ccccc2n1Cc1ccccc1C
  ?	1%	0.0%	2%	-15%	-5%	-4%	1%	2%	.	5%
COc1cc(-n2ccnc2SC)c(Cl)cc1Cl
  18	-1%	-0.3%	3%	10%	-2%	1%	-11%	-2%	-1%	1%
OCC1(Cc2ccc(F)cc2F)CCCN(CCCc2ccccc2)C1 (stereo not given)
  14	2%	-0.4%	0%	-43%	.	0%	-10%	-4%	2%	2%
CS(=O)(=O)N(CC(=O)N1CCCCCC1)c1cccc(F)c1
  1	0%	0.1%	0%	16%	?	0%	-4%	-3%	-2%	-1%
Cc1cc(C)nc(N/N=C/c2ccccc2OCC(=O)O)n1
  -6	-4%	-1.0%	-23%	-13%	3%	1%	-28%	-1%	-1%	34%
Cc1ccc(NC(=O)CCNS(=O)(=O)c2ccc3c(c2)CCC(=O)N3)cc1
  -1	2%	-0.3%	-10%	0%	-2%	-3%	-1%	0%	4%	1%
CC1CCCCC1NC(=O)CCn1c(=O)sc2ccccc21 (stereo not given)
  0	5%	-0.1%	-6%	-26%	1%	-2%	2%	2%	12%	0%
CC1CCN(CC(=O)Nc2ccc(Br)cc2[N+](=O)[O-])CC1
  3	-1%	-0.1%	48%	14%	10%	-4%	-5%	3%	12%	-7%
CCOc1cccc(C(=O)N2CCCCC2c2cccnc2)c1 (stereo not given)
  -3	-1%	0.2%	-5%	0%	-6%	-4%	1%	-3%	0%	3%
COCCNC(=O)CN1C(=O)c2cccc3cccc1c23
  0	1%	-2.0%	13%	-17%	-3%	0%	3%	-3%	-3%	30%
CC(=O)n1nc(-c2cccnc2)nc1N
  1	-1%	-1.0%	8%	-14%[7.66 µM]	22%	-3%	3%	-2%	1%	2%
CC(=O)NC(Cc1ccc(F)c(F)c1)C(=O)NC1CCN(c2nnnn2-c2ccccc2)CC1 (stereo not given)
  2	6%	0.3%	-10%	-20%	-1%	-4%	-7%	-3%	21%	0%
COc1ccc(OC)c2sc(NC(=O)CCSc3ccccc3)nc12
  0	-1%	-0.2%	-8%	9%	10%	1%	-9%	.	-17%	-11%
CC(NS(=O)(=O)c1ccc(Br)cc1)C(=O)NCC1CCCO1 (stereo not given)
  3	0%	-0.1%	3%	-1%	3%	-1%	9%	3%	-3%	3%
COc1ccc(C(C)C)cc1S(=O)(=O)Nc1ncn[nH]1
  1	3%	0.2%	19%	11%	2%	-11%	-8%	1%	2%	1%
COc1ccc(C(=O)COC(=O)c2ccc3c(c2)NC(=O)CS3)c(OC)c1
  1	-3%	2.2%	-23%	?	-10%	-1%	-1%	-12%	-4%	-10%
CCCn1c(SCC(=O)NCc2ccco2)nnc1C(C)C
  -3	0%	0.0%	2%	23%	-8%	-3%	-1%	-3%	-4%	1%
Cc1ccc(-n2c(SCC(=O)NCc3ccco3)nnc2-c2cccnc2)c(C)c1
  ?	5%	0.5%	-1%	-41%	16%	-10%	12%	-7%	1%	2%
O=C(O)c1ccc2c(c1)S(=O)(=O)c1ccccc1C2=O
  -4	0%	-0.4%	-1%	11%	3%	-2%	-3%	0%	17%	-1%
Cc1ccc(C)c(N(C(=O)Cn2nnc3ccccc32)C(C(=O)NC(C)(C)C)c2ccsc2)c1 (stereo not given)
  -2	1%	-0.8%	-10%	-23%	4%	-3%	8%	11%	15%	-2%
COc1ccc(OC)c(/C=C/C(=O)N(C)CC(=O)Nc2ccc(N3CCOCC3)cc2)c1
  1	-1%	0.0%	-7%	22%	-11%	-3%	7%	3%	3%	92%[activator]
CCN(CC)S(=O)(=O)c1ccc(C(=O)NNC2=NS(=O)(=O)c3ccccc32)cc1
  1	4%	-0.3%	21%	14%	7%	-8%	3%	2%	-5%	1%
CCc1ccccc1NC(=O)CN1CCN(CC(=O)NCc2ccc(Cl)cc2)CC1
  -1	3%	-1.7%	-21%	15%	5%	-1%	3%	-2%	-4%	0%
C=CCNc1nc(Cl)nc(Nc2ccc(OC)cc2)n1
  .	4%	-0.3%	35%	12%[7.66 µM]	1%	-11%	-17%	?	.	3%
CCn1c(SCC(=O)Nc2nccs2)nnc1-c1ccncc1
  1	1%	-0.1%	2%	0%	-1%	1%	-3%	0%	2%	-1%
COc1ccc(S(=O)(=O)N(C)CC(=O)NCCN2CCOCC2)cc1C
  0	1%	0.5%	-4%	-6%	-1%	-1%	7%	2%	4%	-2%
Cc1cnc2cc(Cl)c(Cl)cc2n1
  0	2%	-0.4%	4%	17%	-3%	-6%	4%	0%	4%	1%

The list goes on; it opens with the 3 that closed the last part.
Second line of a record – TRPV1 agonist	USP2a inh	B2AR arrestin	BRCA1 expr act	a7 integrin act	p53 reactivator	PTAP TSG101 blk	Eya2 phos inh	ELG1 genotox	uPA surface inh	ASM inhibitor
CCn1c(SCC(=O)Nc2nccs2)nnc1-c1ccncc1
  1	1%	-0.1%	2%	0%	-1%	1%	-3%	0%	2%	-1%
COc1ccc(S(=O)(=O)N(C)CC(=O)NCCN2CCOCC2)cc1C
  0	1%	0.5%	-4%	-6%	-1%	-1%	7%	2%	4%	-2%
Cc1cnc2cc(Cl)c(Cl)cc2n1
  0	2%	-0.4%	4%	17%	-3%	-6%	4%	0%	4%	1%
CCOC(=O)CN1C(=O)N[C@@H](c2cccc(F)c2)C(C(C)=O)=C1C
  .	.	.	0%	15%	.	1%	.	.	1%	-1%
Cc1ccc(Sc2cc(C(F)(F)F)nc(N(C)C)n2)cc1
  2	0%	-2.4%	9%	14%	-2%	-7%	-3%	0%	4%	2%
Cc1ccccc1OCC(=O)NCCN(C)C
  1	2%	-0.9%	-10%	1%	5%	-2%	3%	-12%	-1%	-3%
COc1ccc(CCNC(=O)CC(c2ccccc2)c2cc(C)ccc2O)cc1OC (stereo not given)
  11	1%	-0.7%	-17%	-29%	-7%	5%	-7%	-13%	-20%	0%
Cc1sc(NC(=O)C2CSC3(C)CCC(=O)N23)nc1-c1ccccc1 (stereo not given)
  ?	0%	-0.9%	-41%	-22%	-7%	-1%	-16%	-3%	-11%	-5%
COc1ccc(/C=N/Nc2ncnc3c2[nH]c2ccccc23)c(OC)c1OC
  -6	3%	0.0%	-40%	15%	7%	-1%	-1%	3%	10%	223%[activator]
